# ADAM17 inh: ADAM17 inhibitors, primary screen, biochemical, QFRET. inhibition, % at 6.95 µM. recombinant ADAM17, EDANS/DABCYL FRET peptide cleavage. 370,000 tested, 0.83% active;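 active = inhibition above the mean of compounds lying between control limits plus 3 SD, set per campaign, cut at about 8.5% in these data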;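 note: 0% = DMSO-only wells as the low control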
# Target sequence (P78536 215-824 limits assumed): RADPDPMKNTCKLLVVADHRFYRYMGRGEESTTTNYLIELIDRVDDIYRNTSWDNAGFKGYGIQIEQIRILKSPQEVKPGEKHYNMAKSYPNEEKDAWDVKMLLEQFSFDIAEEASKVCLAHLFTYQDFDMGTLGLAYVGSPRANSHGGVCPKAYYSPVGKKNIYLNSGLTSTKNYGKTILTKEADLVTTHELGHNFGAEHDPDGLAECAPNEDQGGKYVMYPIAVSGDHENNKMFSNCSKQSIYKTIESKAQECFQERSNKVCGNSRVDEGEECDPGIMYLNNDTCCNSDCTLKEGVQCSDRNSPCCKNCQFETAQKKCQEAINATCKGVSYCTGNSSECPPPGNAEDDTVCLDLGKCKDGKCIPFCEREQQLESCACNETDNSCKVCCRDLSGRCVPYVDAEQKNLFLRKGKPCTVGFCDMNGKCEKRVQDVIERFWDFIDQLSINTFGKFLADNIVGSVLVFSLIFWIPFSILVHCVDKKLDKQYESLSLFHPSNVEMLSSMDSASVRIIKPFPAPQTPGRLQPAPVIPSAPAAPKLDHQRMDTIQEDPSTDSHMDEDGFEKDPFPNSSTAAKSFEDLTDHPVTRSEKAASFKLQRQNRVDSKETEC
# DDE Tn6 FP inh: inhibitors of Tn6 peptide binding to fibrin DD(E), primary screen, biochemical, fluorescence polarization, human fibrin, Tn6 probe; Fibrinogen beta chain (Homo sapiens), P02675; Fibrin DD(E) TRITC-Tn6 fluorescence polarization displacement; inhibition, % at 8.3 µM; 370,000 tested, 0.21% active;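 active = inhibition above a per-campaign cutoff: mean of compounds within control limits plus 3 SD, cut at about 15% in these data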;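 note: 0% = median of all compound wells on the plate and 100% = blocking peptide control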
# Tn7 DDE FP: inhibitors of Tn7 peptide binding to fibrin DD(E), primary screen, biochemical, fluorescence polarization, human fibrin, Tn7 probe; Fibrinogen beta chain (Homo sapiens), P02675; FP displacement of FITC-Tn7 peptide from fibrin DD(E); 0% = median of compound wells per plate; inhibition, % at 8.3 µM; 370,000 tested, 0.13% active; AID 720508, 2013;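 active = inhibition above the mean of compounds falling within the control limits plus 3 SD of them, cut at about 14% in these data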;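 note: 0% = plate median of compound wells and 100% = 10 µM Aha-Tn7 peptide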
#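 Assay system: Human clot-derived fibrin DD(E) complex | Buffer or medium: Tris/NaCl/CaCl2 buffer, pH 7.8 | Repeats: One replicate per compound | Benchmarks: Aha-Tn7 high control | Measure: % inhibition scaled between sample-field median and high-control FP | Schedule: 10 min plus 3 h, room temperature | Signal: Fluorescence polarization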
# ASAP1 inh: inhibitors of human ASAP1 ArfGAP activity, primary screen, biochemical, fluorescence polarization; ASAP1-stimulated ARF1 GTP hydrolysis, GDP FP detection; AID 624377, 2012; inhibition, % at 16.5 µM; 360,000 tested, 0.19% active; in the data active = inhibition above about 25%;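 note: 0% = vehicle with enzyme and substrate and 100% = no enzyme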
# TDP2 absorb: human TDP2 enzyme inhibitors, primary screen, biochemical, epi absorbance, recombinant enzyme | Tyrosyl-DNA phosphodiesterase 2 (Homo sapiens), O95551 | T5PNP hydrolysis, p-nitrophenol absorbance 415 nm | inhibition, % at 12.8 µM | 370,000 tested, 0.34% active | AID 720702, 2013;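 active = inhibition above the mean of all tested compounds plus 3 SD, set per campaign, cut at about 25% in these data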;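 note: 0% = DMSO with enzyme and 100% = buffer with substrate but no TDP2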
# Target sequence (O95551 whole entry, looked up): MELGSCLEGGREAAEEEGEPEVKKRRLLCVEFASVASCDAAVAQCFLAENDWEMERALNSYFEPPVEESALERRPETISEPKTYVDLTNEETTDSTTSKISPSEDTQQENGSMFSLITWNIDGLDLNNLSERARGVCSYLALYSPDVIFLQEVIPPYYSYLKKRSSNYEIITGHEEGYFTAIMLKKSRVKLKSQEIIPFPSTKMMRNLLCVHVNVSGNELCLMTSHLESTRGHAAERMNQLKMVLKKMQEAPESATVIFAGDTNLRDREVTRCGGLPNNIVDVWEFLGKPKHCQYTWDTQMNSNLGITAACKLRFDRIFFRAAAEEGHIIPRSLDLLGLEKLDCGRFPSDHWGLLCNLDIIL
#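 Evaluation: % inhibition relative to enzyme-containing and enzyme-free wells. Material: recombinant human TDP2. Benchmarks: enzyme-free and DMSO wells. Timing: enzyme reaction with compound for 2 h at 37 °C. Compound dosing: 12.8 µM only. Measured by: p-Nitrophenol epi absorbance. Reagent: T5PNP substrate at 5 mM, a TopII-DNA adduct mimic. Replication: single well per compound.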
# PLCg1 inh: PLC-gamma1 enzyme inhibitors, primary screen, biochemical, fluorescence, purified enzyme; 1-phosphatidylinositol 4,5-bisphosphate phosphodiesterase gamma-1 (Homo sapiens), P19174; fluorogenic substrate; 370,000 tested, 0.84% active; inhibition, % at 12.2 µM; in the data active = inhibition above about 9.5%
# PLC-beta3 inh: human PLC-beta3 inhibitors, primary screen, biochemical, fluorescence | Purified PLC-beta3, fluorogenic substrate | 1-phosphatidylinositol 4,5-bisphosphate phosphodiesterase beta-3 (Homo sapiens), Q01970 | 370,000 tested, 0.18% active | inhibition, % at 12.2 µM; in the data active = inhibition above about 11%;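 note: 0% = median of compound wells on plate and 100% = full blocker control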
# ARFGAP1 inhibitor: inhibitors of rat ARFGAP1 GAP activity, primary screen, biochemical, fluorescence polarization, GDP tracer; ADP-ribosylation factor GTPase-activating protein 1 (Rattus norvegicus), Q62848; Arfgap1-stimulated ARF1 GTP hydrolysis, GDP FP detection; inhibition, % at 16.5 µM; 360,000 tested, 0.26% active;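 active = inhibition above a per-plate limit, mean inhibition of low control wells plus 3 SD, cut at about 25% in these data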;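 note: 0% = DMSO wells with enzyme and 100% = wells lacking Arfgap1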
# Target sequence (Q62848 1-136 limits assumed): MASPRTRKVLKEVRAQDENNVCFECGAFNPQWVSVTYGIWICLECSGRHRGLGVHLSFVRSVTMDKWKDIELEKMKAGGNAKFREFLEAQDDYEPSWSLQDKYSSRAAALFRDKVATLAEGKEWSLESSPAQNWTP
#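 System: truncated rat Arfgap1 GAP domain / Benchmarks: high control wells lacking Arfgap1, low control full reaction with DMSO / Times: compound-enzyme preincubation 20 min, reaction 120 min, detection 60 min, 25 °C / Repeats: one replicate per compound / Also added: human ARF1(Δ1-17)-GTP substrate / Measured by: Tracer-displacement fluorescence polarization with EDTA stop, 620/688 nm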
# ADAM10 inh: human ADAM10 inhibitors, primary screen, biochemical, QFRET, HTS. 370,000 tested, 0.62% active. recombinant ADAM10, EDANS/DABCYL FRET peptide cleavage, 3 h. Disintegrin and metalloproteinase domain-containing protein 10 (Homo sapiens), O14672. inhibition, % at 7 µM;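 active = inhibition above a per-campaign cutoff equal to the mean of compounds falling between control-based bounds plus 3 SD, cut at about 20% in these data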;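 note: 0% = DMSO wells while the 100% control is not disclosed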
# SIAE primary: human SIAE inhibitors, primary screen, biochemical, fluorescence polarization, FP-Rh probe, 1536-well HTS; 370,000 tested, 0.69% active; inhibition, % at 9.66 µM; AID 1053197, 2014; Sialate O-acetylesterase (Homo sapiens), Q9HAT2; SIAE FP-Rh probe binding;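 active = inhibition above a cutoff: mean of compounds within the control limits plus 3 SD of those, cut at about 17% in these data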;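 note: 0% = plate median of compound wells and 100% = probe without SIAE protein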
# * hit, by the source's call; i = inactive.
no.	Compound	DDE Tn6 FP inh	Tn7 DDE FP	SIAE primary	ASAP1 inh	ADAM10 inh
1	Cc1ccc(CN2[C@@H](CC3CCCCC3)COCCS2(=O)=O)cc1	-6	8	3	-7	-2
2	CCOc1ccc(C(=O)NCC(c2ccco2)N2CCc3ccccc3C2)cc1 (stereo not drawn)	-1	-4	-3	-2	5
3	CCOc1ccccc1NCc1cc(=O)oc2cc(C)ccc12	-1	3	5	-3	-8
4	C=CCN(C(=O)C1=NN(C2CCS(=O)(=O)C2)C(=O)CC1)c1nc(-c2ccc([N+](=O)[O-])cc2)cs1 (stereo not drawn)	2	-5	7	14	4
5	CCC1NC(=O)c2cc3ccccc3cc2-n2c1nc1cc(C)cc(C)c1c2=O (stereo not drawn)	-5	-4	17*	16	-8
6	CCN(CC)CCNS(=O)(=O)c1ccc2[nH]cc(C(=O)O)c(=O)c2c1	-3	-7	-3	-6	-22
7	CCOC(=O)CC1COc2ccccc2N1C(=O)c1ccc(C)cc1 (stereo not drawn)	6	-9	-8	-3	-3
8	COc1ccc(OC)c2c1nc1n2CCS1	0	2	5	13	-9
9	Cc1ccc2cc3c(N)c(C(=O)Nc4c(C)[nH]c(=O)[nH]c4=O)sc3nc2c1	2	0	-5	-4	-115
10	Cc1nnc(SCCCn2c(N3CCCCC3)nc3c2c(=O)[nH]c(=O)n3C)s1	5	-4	-1	-2	-6
11	O=C(O)CCC(=O)Nc1ccc(Br)cn1	0	4	2	4	-8
12	COc1ccc(CC(=O)OC(C)C(=O)Nc2ccc(Cl)cn2)cc1 (stereo not drawn)	-2	-4	-5	-7	1

no.	PLC-beta3 inh	ARFGAP1 inhibitor	ADAM17 inh	PLCg1 inh	TDP2 absorb
1	1	12	-3	2	-1
2	-2	-8	2	0	-15
3	-12	4	0	-6	7
4	-10	-2	2	2	2
5	-3	4	-5	1	3
6	-1	-17	-11	-2	1
7	3	-2	-2	4	-2
8	-1	-11	-2	0	3
9	-65	4	-36	-64	0
10	2	-8	-5	0	4
11	3	1	0	10*	-4
12	-3	5	-1	0	3

# Brought forward from above: two compounds; new compounds follow.
no.	Compound	DDE Tn6 FP inh	Tn7 DDE FP	SIAE primary	ASAP1 inh	ADAM10 inh
11	O=C(O)CCC(=O)Nc1ccc(Br)cn1	0	4	2	4	-8
12	COc1ccc(CC(=O)OC(C)C(=O)Nc2ccc(Cl)cn2)cc1 (stereo not drawn)	-2	-4	-5	-7	1
13	CCN(CC)C(=O)CS(=O)CC(=O)Nc1cc(OCCOC)c(Cl)cc1Cl (stereo not drawn)	0	9	-3	-8	-2
14	CCOC(=O)[C@H]1[C@H]2COc3cc(OC)ccc3[C@@H]2N2C(=O)c3ccc(F)cc3NC(=O)[C@@]12C	-3	5	1	-2	9
15	O=C(O)CSc1cccnc1Sc1ccc(Cl)cc1	5	-4	3	-4	3
16	CCN(CC)C(=O)c1cc2c(=O)n3ccccc3nc2s1	-1	-5	0	1	i
17	OCC1(c2cc(C(F)(F)F)n[nH]2)CCCCC1	8	-6	4	-4	2
18	O=C(NCc1cccnc1)C1CCCCN1S(=O)(=O)c1ccc(F)cc1 (stereo not drawn)	-7	-8	-4	6	-8
19	Cc1cc(C)n(-c2ccc(F)cc2)c(=O)c1C#N	-1	4	-4	1	-27
20	O=C(NC(=S)NCc1ccccc1)c1ccc(Br)o1	-5	-6	-7	2	2
21	CC1(C)CC(=O)C2=C(C1)Nc1cc(Cl)ccc1S2	-1	2	5	-14	-16
22	CCCCNC(=O)c1onc(CSc2ccc(Cl)cc2)c1C(=O)NCCCC	0	1	-4	-4	4
23	CC(C)CNS(=O)(=O)c1ccc(CCC(=O)N2CCN(c3ccccc3)CC2)cc1	-2	-8	10	6	7
24	CCOC(=O)CSc1nnc(-c2ccc(Cl)cc2Cl)o1	9	0	-5	-9	1

no.	PLC-beta3 inh	ARFGAP1 inhibitor	ADAM17 inh	PLCg1 inh	TDP2 absorb
11	3	1	0	10*	-4
12	-3	5	-1	0	3
13	1	-8	-2	-2	-7
14	1	6	-2	0	-5
15	-7	1	0	2	-5
16	i	-7	i	i	3
17	7	-5	-3	1	-4
18	3	5	-4	-1	-1
19	-2	1	-5	-4	2
20	-9	-1	-2	-1	0
21	-20	-5	-4	-7	-2
22	-2	-12	-1	-3	4
23	7	10	2	5	-1
24	-6	4	0	-2	-6

# Remaining list, next part.
no.	Compound	DDE Tn6 FP inh	Tn7 DDE FP	SIAE primary	ASAP1 inh	ADAM10 inh
25	COc1cc2c(cc1OC)CN(C(=O)c1ccc(OC)c(S(=O)(=O)N3CCOCC3)c1)CC2	2	4	1	2	6
26	COc1ccccc1NS(=O)(=O)c1ccc(C)c(NC(=O)c2ccc(S(=O)(=O)N3CCCCCC3)cc2)c1	1	-1	-31	-1	19
27	O=S(=O)(c1ccccc1F)N1CCC(Oc2ccc(-n3cnnn3)cc2)CC1	0	9	-3	-5	8
28	O=C(COC(=O)c1n[nH]c2ccccc12)Nc1cccc(S(=O)(=O)N2CCOCC2)c1	-1	2	-14	13	-2
29	Cn1c(=O)[nH]c(=O)c2c1nc(NCCCO)n2Cc1ccc(F)cc1	2	3	-2	1	-6
30	COc1cc(C(=O)NC(=S)Nc2ccccc2[N+](=O)[O-])cc(OC)c1OC	2	-1	4	-2	5
31	O=C(Nc1ccccc1)c1cc(C2CCCCN2C(=O)CCc2ccccc2)on1 (stereo not drawn)	6	10	0	6	0
32	CC(C)OC(=O)c1cc(NC(=S)Nc2ccc([N+](=O)[O-])cc2)cc(C(=O)OC(C)C)c1	-1	-1	-14	7	-85
33	COc1cccc(CNS(=O)(=O)c2c(C)nc3scc(C)n3c2=O)c1	4	-3	2	-1	-105
34	Cc1cccc(NC(=O)CSc2nc3[nH]ncc3c(=O)[nH]2)c1	3	-5	4	2	4
35	C/C(=N\NC(=O)Cn1nc(C)c(Br)c1C)c1cccs1	-4	13	1	-18	0
36	Cc1cc(NC(=O)COc2ccc(Cl)cc2Cl)n(CCC#N)n1	-2	5	1	1	9

no.	PLC-beta3 inh	ARFGAP1 inhibitor	ADAM17 inh	PLCg1 inh	TDP2 absorb
25	-2	-5	0	-58	-4
26	1	4	12*	1	3
27	-5	-1	2	1	-10
28	-7	4	-4	-3	-13
29	0	-6	-1	-1	2
30	3	8	2	5	1
31	1	6	0	-1	-5
32	-31	-8	-26	-29	5
33	-57	-3	-40	-41	-2
34	3	-6	2	0	5
35	2	-3	-3	-1	-2
36	3	1	1	0	-10

# 3 entries from above, sorted by the value under PLC-beta3 inh, lowest first.
no.	Compound	DDE Tn6 FP inh	Tn7 DDE FP	SIAE primary	ASAP1 inh	ADAM10 inh
33	COc1cccc(CNS(=O)(=O)c2c(C)nc3scc(C)n3c2=O)c1	4	-3	2	-1	-105
28	O=C(COC(=O)c1n[nH]c2ccccc12)Nc1cccc(S(=O)(=O)N2CCOCC2)c1	-1	2	-14	13	-2
26	COc1ccccc1NS(=O)(=O)c1ccc(C)c(NC(=O)c2ccc(S(=O)(=O)N3CCCCCC3)cc2)c1	1	-1	-31	-1	19

no.	PLC-beta3 inh	ARFGAP1 inhibitor	ADAM17 inh	PLCg1 inh	TDP2 absorb
33	-57	-3	-40	-41	-2
28	-7	4	-4	-3	-13
26	1	4	12*	1	3

# Later entries.
no.	Compound	DDE Tn6 FP inh	Tn7 DDE FP	SIAE primary	ASAP1 inh	ADAM10 inh
37	Cc1cccc(Nc2nc3c(c(=O)n(C)c(=O)n3C)n2CC(O)CO)c1 (stereo not drawn)	-3	-4	1	9	-7
38	Cc1ccc(-c2cc(-c3ccc(F)cc3)n[nH]2)c(O)c1	-2	-1	0	11	16
39	O=C(CCCn1c(=S)[nH]c2cc3c(cc2c1=O)OCO3)N1CCN(c2ccccc2)CC1	0	-1	0	6	-1
40	NC(=O)C1CCN(C(=O)/C=C/c2cccc(Br)c2)CC1	-3	2	4	-4	-10
41	Cc1ccc(C)c(N(CC(=O)NC(C)C)C(=O)CCC(=O)Nc2ccccn2)c1	-3	-8	-1	14	1
42	CC(=O)Nc1ccn(Cc2c(F)cccc2Cl)n1	2	5	6	9	-3
43	CCCCn1nnnc1C(c1ccccc1)N1CCN(c2ccccc2OC)CC1 (stereo not drawn)	-5	11	9	-3	-6
44	CC(C)c1ccc(C2(C)NC(=O)N(CC(=O)NC3CCCC(C)C3C)C2=O)cc1 (stereo not drawn)	7	2	-10	-5	-2
45	Cc1ccc(NC(=O)CCC(=O)OC(C(=O)c2ccc(C)c(C)c2)c2ccccc2)c(C)c1 (stereo not drawn)	-2	-3	0	-16	-4
46	O=C(c1ccc(Br)o1)N(Cc1ccccc1)c1ccccn1	7	3	2	-8	2
47	CCCn1nc(C(=O)Nc2cc(C(=O)OC)ccc2C)c2ccccc2c1=O	4	0	7	-2	-6

no.	PLC-beta3 inh	ARFGAP1 inhibitor	ADAM17 inh	PLCg1 inh	TDP2 absorb
37	0	11	-1	3	-6
38	-2	10	7	1	-3
39	2	11	2	3	2
40	-7	-17	-5	3	8
41	-3	14	4	6	-15
42	-4	15	-6	-4	4
43	0	-5	-6	3	5
44	0	-14	2	3	-9
45	-1	-1	-2	-2	6
46	5	-3	-1	1	11
47	7	0	-2	6	-1

# An excerpt of these results, with the structure last.
No.	DDE Tn6 FP inh	Tn7 DDE FP	SIAE primary	ASAP1 inh	ADAM10 inh	PLC-beta3 inh	ARFGAP1 inhibitor	ADAM17 inh	PLCg1 inh	TDP2 absorb	canonical_smiles
42	2	5	6	9	-3	-4	15	-6	-4	4	CC(=O)Nc1ccn(Cc2c(F)cccc2Cl)n1
43	-5	11	9	-3	-6	0	-5	-6	3	5	CCCCn1nnnc1C(c1ccccc1)N1CCN(c2ccccc2OC)CC1 (stereo not drawn)
44	7	2	-10	-5	-2	0	-14	2	3	-9	CC(C)c1ccc(C2(C)NC(=O)N(CC(=O)NC3CCCC(C)C3C)C2=O)cc1 (stereo not drawn)

# Screens deposited in PubChem BioAssay by The Scripps Research Institute Molecular Screening Center.
